# Bioassay records as filed in PubChem.
# ST2 IL33 inh: blocks human ST2 binding to IL-33. AlphaLISA ST2-Fc/biotin-IL-33 interaction, 1 h. inhibition, % for hits at 17 µM. hit rate 2.3% among 78,000; in the data active = inhibition above about 30%; inconclusive = mostly about 10% to 28%
# Target sequence (Q01638 whole entry, looked up): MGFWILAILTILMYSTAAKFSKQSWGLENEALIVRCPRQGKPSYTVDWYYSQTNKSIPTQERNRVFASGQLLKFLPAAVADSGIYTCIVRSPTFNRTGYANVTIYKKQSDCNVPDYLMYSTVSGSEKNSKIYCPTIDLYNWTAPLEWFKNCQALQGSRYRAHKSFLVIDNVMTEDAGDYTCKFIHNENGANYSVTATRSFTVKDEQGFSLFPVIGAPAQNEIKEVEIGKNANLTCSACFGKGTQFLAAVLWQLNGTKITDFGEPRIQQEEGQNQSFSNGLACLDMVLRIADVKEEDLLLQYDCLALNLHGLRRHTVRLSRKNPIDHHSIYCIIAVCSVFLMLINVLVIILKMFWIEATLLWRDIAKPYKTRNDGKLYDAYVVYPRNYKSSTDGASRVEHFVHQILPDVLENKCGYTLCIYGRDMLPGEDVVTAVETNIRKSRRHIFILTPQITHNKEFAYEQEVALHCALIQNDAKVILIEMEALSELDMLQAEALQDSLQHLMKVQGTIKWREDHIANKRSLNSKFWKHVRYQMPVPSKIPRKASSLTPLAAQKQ
# An asterisk follows results filed as active; i = inactive; ? = inconclusive. These rows are one share of the data, so the mix of outcomes need not match the whole.
SMILES,ST2 IL33 inh
CNS(=O)(=O)c1ccc(-c2nccn2-c2ccccc2CCO)cc1,?
CC1(C)CC(NC(=O)c2ccc(Br)o2)CC(C)(C)N1,i
c1cnc(-c2nc(Cn3cnnc3)cs2)cn1,?
COc1ccccc1NC(=O)c1cc2cc3ccc(C)cc3nc2s1,i
C/C(=C\c1ccco1)CN(C)Cc1c(C)noc1C,i
CCC12CN3CC(CC)(CN(C1)C3c1ccc(C)cc1)C2=O (centres undefined),i
CCCCC(CC)CNC(=O)CN1C(=O)c2ccccc2C1=O (centres undefined),i
COc1ccc2cc3cc(C(=O)Nc4cc(Cl)ccc4OC)sc3nc2c1,?
CCOc1ccc(-c2nc(SCC(=O)N3CCc4ccccc4C3)n3[nH]c(=O)cc3n2)cc1,i
O=C(NCC1CCCO1)C1CC(=O)N(c2ccc(Br)cc2)C1 (centres undefined),i
O=C(NCCC1=CCCCC1)c1ccc(NC2=NC3CS(=O)(=O)CC3S2)cc1 (centres undefined),i
COc1ccc(-n2c(C)nc3c(cnn3-c3ccc(C)cc3)c2=O)cc1Cl,?
C=CCNC(=O)c1cc(-c2cccs2)on1,?
CCOC(=O)c1cnn(-c2nc(CC)nc3sc4c(c23)CCC4)c1N,i
CN1CCN(c2nc3c(c(=O)[nH]c(=O)n3C)n2CCSc2nc3ccccc3o2)CC1,?
Cc1cc(C)cc(Nc2ncnc3c2cnn3-c2ccccc2)c1,i
CCN1CCCC1CNC(=O)c1cc(=O)[nH]c2ccc(S(=O)(=O)N3CCCCC3)cc12 (centres undefined),i
O=C(O)CCC(=O)Nc1ccc(Br)c(Cl)c1,i
COc1cc2c(C(=O)Nc3ccc(F)cc3Cl)cn(C)c(=O)c2cc1OC,i
COc1ccccc1N1CCN(C(=O)Cn2c(=O)[nH]c3ccsc3c2=O)CC1,i
Cc1c(Cl)cccc1N1C(=O)C2CC=CC(C)C2C1=O (centres undefined),i
CC1(CO)CC2C(O)C(=O)C3(CO)CC3(C)C2C1 (centres undefined),i
Cn1c(=O)cc(SCC(=O)NC2CCCCC2)c2ccccc21,i
CCSc1cnn(-c2ccccc2)c(=O)c1SCC,?
Cc1ccc2c(Cl)c(C(=O)Nc3ccncc3)sc2c1,i
COc1ccccc1CN1C(=O)O[C@@H]2CN(C(=O)Cc3csc(C)n3)C[C@@H]21,i
O=C(Cc1cccc(Cl)c1)c1ccc(O)cc1O,i
O=C(Cc1ccc(Cl)cc1)Nc1ccccc1NC(=O)Cc1ccc(Cl)cc1,?
CCOc1ccc(N2C(=O)c3ccccc3NC2(CC)CC)cc1,i
COc1ccc(C=NS(=O)(=O)c2ccccc2)cc1OC,i
O=C(CSc1nnc(-c2ccccc2)n1-c1ccccc1)NCc1ccco1,?
CCC/C=C/c1ccc(-c2nn[nH]n2)cc1,?
CCOC(=O)C(C)Sc1nc2c(c(-c3cccs3)c1C#N)CCCC2 (centres undefined),i
Cc1cccc(N=Cc2nc(-c3ccccc3)oc2O)n1,?
Cc1onc(-c2ccccc2)c1C(=O)Nc1sc2c(c1C(N)=O)CCCCCC2,i
Cc1oc(-c2ccc(Cl)cc2)nc1CSCC(=O)NCCC(C)C,i
Cc1cccc(NC(=O)CSc2ccc(Cl)cc2)c1C,i
COc1ccc(-c2nc(N)n(C(=O)c3ccc(OC)c(OC)c3)n2)cc1,?
O=C(CS(=O)(=O)c1cn(Cc2ccccc2Cl)c2ccccc12)NC1CCCCC1,32%*
CCOC(=O)c1sc2nc(C)nc(NC3CCCCC3)c2c1C,?
CC(C(=O)NC1CC1)N1CCc2[nH]nc(C(c3ccccc3)c3ccccc3)c2C1 (centres undefined),97%*
Cc1nccn1C(C)C(=O)N1CCC(c2cc(Cc3ccccc3)[nH]n2)CC1 (centres undefined),?
CCN1CCN(C(=O)CN2C(=O)C3CCCCN3c3ccc(C(=O)N(C)C)cc32)CC1 (centres undefined),i
CC(=O)c1cccc(NC(=O)c2ccccc2SCc2ccc(F)cc2)c1,i
Cc1cc(C)c2c(=O)[nH]c(SCC(=O)NCc3ccccc3)nc2n1,?
COc1ccccc1Oc1c(F)c(F)nc(N2CCCCC2)c1F,i
CCN(CC)S(=O)(=O)c1cccc2cccnc12,i
Oc1oc(-c2ccc(Br)cc2)nc1C=Nc1ccc(Br)cc1,i
CC(=O)Nc1ccc(NC(=O)c2ccccc2SCc2ccccc2)cc1,i
Cc1c(Cl)cccc1NC(=O)Cc1ccccc1,?

# Next results
SMILES,ST2 IL33 inh
O=C(CCC1CCCN(Cc2ccc3nsnc3c2)C1)Nc1ccccc1F (centres undefined),?
CCC(CC)C(=O)Nc1cccc(I)c1,i
Cc1cc(NC(=O)CSC2=NCCS2)no1,i
CCn1cc2c(c1-c1ccc(OC)cc1)c(=O)n(C)c(=O)n2C,i
O=C(C[C@@H]1O[C@H](CNC(=O)C2CC2)[C@@H](O)[C@H]1O)NCCN1CCOCC1,?
O=C(Nc1nnc(-c2cccs2)o1)c1ccc(S(=O)(=O)N2CCCc3ccccc32)cc1,i
COc1cccc(N2C(=O)Nc3ccccc3C2(O)C(=O)NCc2ccco2)c1 (centres undefined),i
COc1ccccc1N1CCN([C@@H]2[C@H](O)[C@H](CO)O[C@@H]2CNC(C)C)CC1,?
C=CCNCCOc1ccc(C)cc1Br,i
O=C(O)CN=C(NS(=O)(=O)c1ccc(Cl)cc1)c1ccccc1,?

# Filtered by structure, the entries above with an aryl thioether with sulfur outside any ring.
SMILES,ST2 IL33 inh
CCOc1ccc(-c2nc(SCC(=O)N3CCc4ccccc4C3)n3[nH]c(=O)cc3n2)cc1,i
CN1CCN(c2nc3c(c(=O)[nH]c(=O)n3C)n2CCSc2nc3ccccc3o2)CC1,?
Cn1c(=O)cc(SCC(=O)NC2CCCCC2)c2ccccc21,i
CCSc1cnn(-c2ccccc2)c(=O)c1SCC,?
O=C(CSc1nnc(-c2ccccc2)n1-c1ccccc1)NCc1ccco1,?
CCOC(=O)C(C)Sc1nc2c(c(-c3cccs3)c1C#N)CCCC2 (centres undefined),i
Cc1cccc(NC(=O)CSc2ccc(Cl)cc2)c1C,i
CC(=O)c1cccc(NC(=O)c2ccccc2SCc2ccc(F)cc2)c1,i
Cc1cc(C)c2c(=O)[nH]c(SCC(=O)NCc3ccccc3)nc2n1,?
CC(=O)Nc1ccc(NC(=O)c2ccccc2SCc2ccccc2)cc1,i

# Entries above containing fluorine, in the order listed:
SMILES,ST2 IL33 inh
COc1cc2c(C(=O)Nc3ccc(F)cc3Cl)cn(C)c(=O)c2cc1OC,i
CC(=O)c1cccc(NC(=O)c2ccccc2SCc2ccc(F)cc2)c1,i
COc1ccccc1Oc1c(F)c(F)nc(N2CCCCC2)c1F,i
O=C(CCC1CCCN(Cc2ccc3nsnc3c2)C1)Nc1ccccc1F (centres undefined),?

# Going on with the list.
SMILES,ST2 IL33 inh
O=C1CC(c2ccccc2)CC2=C1C(c1ccc(Cl)cc1)Nc1ccccc1N2 (centres undefined),i
CN(C)CCCOC(=O)c1sc2ccccc2c1Cl,i
CCOc1ccc(OCC)c(NS(=O)(=O)c2ccc3c(c2)CCN3C(=O)C2CC2)c1,i
CCN(CC)S(=O)(=O)c1cc(Br)c(C)cc1C,i
Cc1ccc(C)c(OCc2cc(C(=O)N3CCC(N4CCOCC4)CC3)no2)c1,?
N#Cc1nc(-c2ccccc2)oc1N1CCCCC1,?
Cc1cc(N2CCN(C)CC2)nc2ccc(NC(=O)CCC(=O)N3CCC(C)CC3)cc12,i
CSCCC(NC(=O)C1CCC(C)CC1)C(=O)Nc1ccc2c(c1)OCCO2 (centres undefined),i
CCCc1nc(C(=O)N2C[C@H]3CC=CC[C@H]3C2)cs1,?
Cn1c(=O)c2c(nc(NCc3ccccc3)n2Cc2ccccc2Br)n(C)c1=O,i
CC1(C)CC(=O)c2sc(NC(=O)CN3CCCCC3)nc2C1,?
Cc1c(C(=O)N2CCC3(CC2)OCCO3)oc2ccc(S(=O)(=O)N3CCCC3)cc12,i
O=S(=O)(c1ccc2ccccc2c1)N1CCOC2(CNCCOC2)C1 (centres undefined),i
CCCCNC(=O)c1oc2ccc(S(=O)(=O)N3CCCC(C)C3)cc2c1C (centres undefined),i
C#Cc1ccc(CN2CCN3C(=O)CN(C)C(=O)C3C2)cc1 (centres undefined),?
Cc1ccc(NC(=O)CNC(=O)Cn2ccc3ccccc3c2=O)c(Br)c1,i
COc1ccc(CCNC(=O)CN2CCCN(Cc3ccccc3)S2(=O)=O)cc1OC,i
CC1=C[C@@H](CNCCN2CCOCC2)[C@H](C(C)C)C[C@H]1Cc1nnc(-c2cccnc2)o1,i
Cc1cc(NC(=O)c2cnc(N3CCN(c4ccccn4)CC3)c3ccccc23)no1,i
C/C=C(\C)C(=O)OC1CCC(=O)OC1/C=C/C(O)C(C)O (centres undefined),?
N#Cc1c(NC(=O)c2cc(-c3ccco3)on2)sc2c1CCC2,i
CCN(CCNC(=O)C1CCN(S(=O)(=O)c2cccc3cccnc23)CC1)c1ccccc1,i
COc1ccc(N(C(=O)COc2ccccc2)C2C=CS(=O)(=O)C2)cc1 (centres undefined),i
COc1ccccc1N(CC(=O)N1CCc2ccccc2C1)S(C)(=O)=O,i
O=C(CCS(=O)(=O)c1ccc(Br)s1)NCCc1ccccc1Cl,i
COc1ccc(CNC(=O)c2cccs2)cc1,i
CCc1nnc(NC(=O)c2ccc(C(C)(C)C)cc2)s1,i
Cc1cc(C)n(-c2ccc(C(=O)N3CCc4c(c(C(=O)O)nn4C)C3)cc2)n1,?
Cc1nnsc1CN(C)C(=O)c1cc(-c2cccn2C)n[nH]1,i
O=C(CN1CCN(Cc2ccc(F)cc2)C1=O)NCc1ccco1,i
CCCOC(=O)C(C)Oc1ccc2c(=O)c(Oc3ccc(OC)cc3)coc2c1 (centres undefined),i
CCC1=NN(C(=O)c2cccnc2)C(O)(c2ccc(Br)cc2)C1 (centres undefined),i
O=C(O[C@H]1[C@@H]2C=CO[C@@H](O[C@@H]3O[C@H](CO)[C@@H](O)[C@H](O)[C@H]3O)[C@@H]2[C@@]2(CO)O[C@@H]12)c1ccc(O)cc1,?
O=C(CN1CCN(Cc2ccc(Cl)cc2)C1=O)NC1CCCCCC1,i
COc1ccc(-c2nc(N3CCC(C)CC3)c3ccccc3n2)cc1OC,i
CC(C)Cc1cc(CNc2nc(-c3cccnc3)nc3c2CNC3)no1,?
Cc1ccccc1NC(=O)CC(=O)N1CCCN(CCCN2CCOCC2)CC1,?
O=C(Nc1nc(-c2ccccc2)cs1)c1coc2ccccc2c1=O,i
Cc1nc(N=C(N)N)nc2ccccc12,i
CCC1=NN(C(=O)c2cccc([N+](=O)[O-])c2)C(O)(C(F)(F)F)C1 (centres undefined),i
COc1cc([N+](=O)[O-])cc(C=Nc2ccc(-c3nc4c(C)cccc4o3)cc2)c1O,i
CCc1ccc(CN2CCCC2c2c(C)noc2C)o1 (centres undefined),?
O=C(CNS(=O)(=O)c1cccc2nsnc12)NC1CCCCC1,i
CCS(=O)(=O)c1ncc(CN2C[C@@H]3CCCC2C3)n1CCCc1ccccc1,i
Cc1csc(SCC(=O)NC2CCCc3c2cnn3-c2cccc(C)c2C)n1 (centres undefined),i
CCn1c(C)c(C=O)c2cc([N+](=O)[O-])ccc21,?
O=C(CCCN1CCC(O)(c2ccc(Cl)cc2)CC1)c1ccc(F)cc1,?
CC1CCN(CCCNS(=O)(=O)c2ccc3c(c2)CCN3C(=O)C2CC2)CC1,i
CC(=O)Nc1ccc(CN2C[C@H](O)C[C@H]2c2nc(C(C)C)no2)cc1,i
COc1cc(/C=C2\NC(=O)NC2=O)cc(Br)c1OC,i

# (next part)
SMILES,ST2 IL33 inh
COc1cccc(-c2nc3cc(N=Cc4cccc(OC)c4O)ccc3o2)c1,i
COc1cccc(C(=O)Oc2cccc(N3C(=O)C4C5CCC(C5)C4C3=O)c2)c1 (centres undefined),i
CN(C)c1ccc(C=C2c3cc([N+](=O)[O-])cc([N+](=O)[O-])c3-c3c2cc([N+](=O)[O-])cc3[N+](=O)[O-])cc1,42%*
COC(=O)c1ccc2c(c1)NC(=O)C(N(C)C1CCCCC1)S2 (centres undefined),i
O=C(CN(Cc1ccc(Br)cc1)S(=O)(=O)c1ccccc1)NCC1CCCO1 (centres undefined),i
CS(=O)(=O)N(Cc1ccccc1)c1ccccn1,?
Cc1ccc(NC(=O)CSC2=NN3CCCC(=O)N=C3S2)cc1Cl,i
CCN(CC1CCCN(CCc2cccc(OC)c2)C1)C(=O)c1ccc(C)s1 (centres undefined),i
O=[N+]([O-])c1ccc(N2N=C(c3ccc(O)cc3)CC2c2ccc(F)cc2)cc1 (centres undefined),?
Nc1cc(NC(=O)c2cccc(C(=O)Nc3ccc(Cl)c(N)c3)c2)ccc1Cl,i
NC1CC(=O)N(Cc2cccc3ccccc23)C1 (centres undefined),i
Cc1ccccc1-c1cc(O)c2c(c1)CN(CCCn1nnnc1C)CCO2,i
COc1ccc(Nc2cc(C)nc(Nc3ccc(NC(=O)c4cc(OC)cc(OC)c4)cc3)n2)cc1,?
COC(=O)c1c(C)nc2n(CCN3CCOCC3)c3ccccc3n12,i
CC(=O)C1=C(O)C(=O)N(Cc2cccnc2)C1c1ccc([N+](=O)[O-])cc1 (centres undefined),?
C=CCn1c(=O)/c(=C2/Sc3ccccc3N2C)s/c1=C1/C(=O)N(C2CCCCC2)N=C1C,i
Cc1nonc1NC1(Nc2nonc2C)C(=O)c2ccccc2C1=O,i
Cc1noc(C)c1S(=O)(=O)N1CCC(C(=O)N2CCN(c3ccc(Cl)cc3)CC2)CC1,i
COc1ccc(NC(=O)COc2ccccc2)c([N+](=O)[O-])c1,i
Cn1c(Cc2c[nH]c3ccccc23)nnc1SCC(=O)O,i

# The closing 3 compounds of the section before lead into the next.
SMILES,ST2 IL33 inh
Cc1noc(C)c1S(=O)(=O)N1CCC(C(=O)N2CCN(c3ccc(Cl)cc3)CC2)CC1,i
COc1ccc(NC(=O)COc2ccccc2)c([N+](=O)[O-])c1,i
Cn1c(Cc2c[nH]c3ccccc23)nnc1SCC(=O)O,i
COC(=O)CN1C(=O)C(OC(C)=O)S(=O)c2ccccc21 (centres undefined),i
Cc1cccc(OCC(=O)Nc2cccc(C(=O)c3ccccc3)c2)c1,i
CCN1C(=Nc2cccnc2)SCC1(O)c1ccccc1 (centres undefined),33%*
O=C(O)C1CC(=O)N(CCC2=CSC3=NCCCN23)C1 (centres undefined),i
O=C(Nc1ccccc1F)C1CCN(C(=O)c2cccs2)CC1,i
CCNC(=O)C1CCN(C(=O)CSc2n[nH]c(CC)n2)C1 (centres undefined),i
